SENP8 block-1: inhibitors of human SENP8 protease | AID 2540 | Q96LD8 | purified SENP8, Z-RLRGG-aminoluciferin cleavage, luminescence | inhibition, % at 10 µM | 330,000 tested, 1.2% active; in the data active = inhibition above about 50%
Target sequence (Q96LD8 whole entry, looked up): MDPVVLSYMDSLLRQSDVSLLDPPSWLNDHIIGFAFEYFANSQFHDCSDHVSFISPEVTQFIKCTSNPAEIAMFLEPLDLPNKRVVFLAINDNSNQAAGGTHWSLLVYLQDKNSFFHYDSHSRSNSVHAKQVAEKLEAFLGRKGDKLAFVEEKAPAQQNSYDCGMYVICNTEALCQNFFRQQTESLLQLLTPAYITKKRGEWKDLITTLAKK
SENP8 block-2: inhibitors of human SENP8 protease; Q96LD8; recombinant SENP8, Nedd8 substrate fluorescence; inhibition, % at 20 µM; 360,000 tested, 0.64% active; AID 602440; in the data active = inhibition mostly above about 40%, no sharp cut-off; inactive = mostly below about 27%
Apaf1 inhib: human Apaf-1 inhibition. 330,000 tested, 0.71% active. AID 489030. reconstituted apoptosome caspase-3 activity, DEVD-Rh110 fluorescence. inhibition, % at 20 µM. O14727; active = inhibition of at least 40% at 20 µM;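 also: plate controls were DMSO wells for no effect and DEVD-CHO caspase inhibitor wells for full effect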
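detection = Rh110 fluorescence intensity | test system = biochemical Apaf-1 apoptosome reconstitution | also added = cytochrome c and DEVD-Rh110 substrate | schedule = 30 min plus 50 min, RT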
SENP1 FRET inh: SENP1 (human) catalytic domain inhibition; Q9P0U3; inhibition, % at 10 µM; 360,000 tested, 0.21% active; recombinant SENP1 catalytic domain, CyPet-SUMO1-YPet FRET cleavage; AID 624204;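 active = inhibition at least 30% at 10 µM, raw YFP signal under a set limit, fluorescence ratio 0.5 to 1.5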;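 also: 0% = enzyme with DMSO and 100% = no enzyme wells; some results filed as inactive read as strong as hits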
Target sequence (Q9P0U3 419-644 limits assumed): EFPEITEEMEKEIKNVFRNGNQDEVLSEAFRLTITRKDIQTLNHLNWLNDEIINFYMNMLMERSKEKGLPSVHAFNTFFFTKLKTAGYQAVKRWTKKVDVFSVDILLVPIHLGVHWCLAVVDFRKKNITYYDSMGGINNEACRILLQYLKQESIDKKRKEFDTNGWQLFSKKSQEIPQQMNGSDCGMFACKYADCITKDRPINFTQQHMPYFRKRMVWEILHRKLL
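System: Recombinant human SENP1 catalytic domain, His6-tagged | Incubation: Enzyme reaction for 50 min at room temperature, dark | Medium: Tris pH 8 with BME, BSA, NP40 and catalase | Also added: 25 nM SUMO1 FRET substrate | Compound: 10 µM single point, 0.5% DMSO | Measured by: FRET fluorescence in CFP and YFP emission channels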
NLRP3 yeast inh: inhibitors of NALP3 inflammasome in yeast; Yeast reconstituted NLRP3/ASC/caspase-1, beta-gal luminescence, 24 h; AID 2825; 330,000 tested, 0.39% active; inhibition, % at 10 µM;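 active = inhibition of 50% or more; inactive = inhibition below 50%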;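 also: plate controls were induced DMSO wells for no effect and uninduced yeast grown without galactose for full effect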
PfG6PD inh: PfG6PD (Plasmodium falciparum) enzyme inhibition; PfGluPho enzyme, NADPH resazurin-diaphorase fluorescence; inhibition, % at 20 µM; 350,000 tested, 0.78% active;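 active = inhibition reaching at least a set limit at 20 µM in the primary screen, cut at about 59% in these data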;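 also: 0% = DMSO wells with substrate and 100% = DMSO wells lacking glucose-6-phosphate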
SENP6 block: inhibitors of human SENP6 protease. inhibition, % at 10 µM. Q9GZR1. 330,000 tested, 1.8% active. Recombinant SENP6 catalytic domain, aminoluciferin luminescence;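 active = inhibition above about 50% at the single tested dose, limit read from the data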;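 also: plate controls were DMSO wells with enzyme for no effect and DMSO wells lacking enzyme for full effect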
Target sequence (Q9GZR1 628-1112 limits assumed): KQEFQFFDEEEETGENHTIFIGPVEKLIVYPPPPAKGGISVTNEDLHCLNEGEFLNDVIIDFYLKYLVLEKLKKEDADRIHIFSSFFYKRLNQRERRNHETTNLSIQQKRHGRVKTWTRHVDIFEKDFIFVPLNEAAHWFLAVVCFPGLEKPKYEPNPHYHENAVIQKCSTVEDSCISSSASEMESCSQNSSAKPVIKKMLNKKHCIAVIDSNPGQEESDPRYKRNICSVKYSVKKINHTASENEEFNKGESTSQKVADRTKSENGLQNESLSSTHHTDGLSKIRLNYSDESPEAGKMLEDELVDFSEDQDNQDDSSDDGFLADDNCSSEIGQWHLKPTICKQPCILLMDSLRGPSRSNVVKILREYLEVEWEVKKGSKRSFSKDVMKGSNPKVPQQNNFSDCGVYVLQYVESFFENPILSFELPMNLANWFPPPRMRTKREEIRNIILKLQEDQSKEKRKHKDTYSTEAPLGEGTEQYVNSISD
HKDC1 inhibitor: inhibitors of human hexokinase HKDC1; inhibition, % at 20 µM; Q2TB90; 340,000 tested, 0.16% active; recombinant HKDC1, G6PDH/diaphorase resazurin coupled fluorescence;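 active = inhibition above about 35% when tested at 20 µM, limit read from the data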;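 also: plate controls were DMSO wells with enzyme for no effect and DMSO wells lacking enzyme for full effect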
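Incubation: 90 min at room temperature in dark / Material: recombinant HKDC1 (HK5) hexokinase enzyme, produced in-house / Quantity: enzyme 5 µg/mL final / Compound: one dose of 20 µM, 1% DMSO / Reagent: glucose and ATP substrates / Buffer or medium: Tris pH 8.0 buffer with MgCl2, Tween-20, BSA, BME / Technique: resorufin fluorescence at 613 nm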
SENP7 inh: blocks the human protease SENP7 | Q9BQF6 | recombinant SENP7, Z-RLRGG-aminoluciferin luminescence, 40 min | inhibition, % at 5 µM | 330,000 tested, 1.5% active | AID 434973;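 active = inhibition above about 50% at the single test dose, limit read from the data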;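 also: plate controls were DMSO with enzyme for no effect and no enzyme buffer wells for full effect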
Active calls of the source: *; . = no result given.

Below each SMILES – SENP8 block-1, SENP7 inh, SENP8 block-2, PfG6PD inh, NLRP3 yeast inh, Apaf1 inhib, SENP1 FRET inh, SENP6 block, HKDC1 inhibitor
CCOc1ccc(NC(=O)COc2ccc(S(=O)(=O)N3CCCC3)cc2)cc1
    2, -2, 13, -8, -2, 8, 3, -20, -4
CCOC(=O)C1CCN(S(=O)(=O)c2ccc(-c3ccccn3)s2)CC1
    0, -10, -3, -15, 17, 1, -1, 0, 3
Cc1ccc(-c2cn(-c3ccccc3)c(SCC(N)=O)n2)cc1C
    0, -6, -2, 23, -1, 9, 2, -2, 1
O=S(=O)(/N=C(\c1ccc(Cl)cc1)N1CCOCC1)c1ccccc1
    -2, 5, 10, -3, 9, -3, 0, -8, 0
CC1CCCN(Cc2nc3c(c(=O)n(C)c(=O)n3C)n2CC(N)=O)C1 (stereo not drawn)
    -18, -7, -5, -8, 13, 15, 2, -6, -2
CC(=O)NC12CC3CC(C1)CC(C(=O)N1CCN(S(=O)(=O)c4cccc(F)c4)CC1)(C3)C2
    2, -4, 3, -14, 18, 5, 2, -3, 3
COc1ccccc1S(=O)(=O)N1CCN(S(=O)(=O)c2cccs2)CC1
    7, 1, 13, 7, 1, -12, 1, -8, -3
CC1(C)NC(=O)N(CCOCCOc2ccccc2-c2ccccc2)C1=O
    -4, 7, 4, -11, 6, 5, 2, -26, -10
CCOC(=O)C1=NNC2(c3ccc(Cl)cc3)C(=O)N(c3cc(C)cc(C)c3)C(=O)C12 (stereo not drawn)
    8, 6, 12, 6, 16, 24, 0, -3, 7
Cc1ccc([N+](=O)[O-])cc1NC(=O)c1c(-c2ccccc2)noc1C
    -5, 3, 18, -10, -6, -5, 0, -5, -2
OC(COCc1ccccc1)CN1CCCCC1 (stereo not drawn)
    5, 3, -6, -20, 7, -2, 5, -11, -7
Cc1cc(C)nc(SCC(=O)Nc2ccc(S(=O)(=O)Nc3ncccn3)cc2)n1
    3, 10, 10, -19, 8, -7, 1, -13, 2
CCn1c(=O)c(C(C)=O)c(O)c2ccccc21
    -2, 6, -152, 5, -6, 7, -2, 4, -2
CN(C)C(=O)CN(C)S(=O)(=O)c1ccc(Cl)cc1
    -1, 5, 10, -10, 0, -2, -1, -4, 1
CCCCN(C)C1=Nc2cccc3cccc1c23
    -6, -4, -110, 10, -1, 0, -16, -4, 2
Cc1ccc(S(=O)(=O)N2CCC(C(=O)NCCc3ccc(S(N)(=O)=O)cc3)CC2)cc1
    -5, -2, 6, 9, 4, -10, 0, 7, -7
Cc1ccc(NC(=O)CS(=O)CC(=O)N(CC(=O)NC(C)(C)C)c2cccc(C)c2C)cc1 (stereo not drawn)
    -8, -4, 4, -18, 12, 4, 3, -4, -2
CN(C(=O)CSc1ncc(C(F)(F)F)cc1Cl)c1c(N)n(Cc2ccccc2)c(=O)[nH]c1=O
    -2, 5, -1, -7, 2, -17, -2, -2, 2
Cc1cc(N2CCCC2)nc2ccccc12
    -12, -3, -285, -17, 7, -2, -4, -4, -8
Cc1c(N=C2N=C(NC(=O)Nc3ccc(Cl)cc3)c3ccccc32)c(=O)n(-c2ccccc2)n1C
    -8, -7, 6, 6, 4, 0, -35, -1, -6
COc1ccc(CNc2nc3c(c(=O)n(Cc4ccc(Cl)cc4)c(=O)n3C)n2C)cc1
    -3, -1, 4, 14, 5, 11, 1, 0, -3
CCC(C)c1ccc(NC(=S)NC(C)C2CCCO2)cc1 (stereo not drawn)
    5, 9, 9, -7, 24, -11, -3, 0, -2
CCOC(=O)c1c(C)n(C)c2cc(-c3ccc(C)cc3)c(O)cc12
    -7, 1, -52, 1, 1, -1, 3, -1, -5
O=C(Nc1ccc(Cl)c(S(=O)(=O)N2CCOCC2)c1)c1ccc2c(c1)OCCO2
    -2, -5, 6, 6, 4, 8, -2, -6, 0
O=C1CC(N2CCN(c3ccccc3Cl)CC2)C(=O)N1c1cccc(F)c1 (stereo not drawn)
    0, -1, 11, -28, 1, 8, -1, 17, 0
COc1cc(/C=C(/C#N)c2ccc(F)cc2)ccc1OCc1ccc(C(=O)O)o1
    -15, -12, -63, -36, -10, 19, 0, -17, 8
O=C(CN(Cc1ccc(F)cc1)C(=O)CCC(=O)Nc1ccccn1)NCc1ccco1
    -5, -1, 8, 12, 17, -13, 2, -12, -5
COc1ccc(C)cc1S(=O)(=O)NCC(c1cccnc1)N1CCc2ccccc2C1 (stereo not drawn)
    -3, -8, 25, 4, 3, 15, -7, 11, -2
O=C(NC1CC1)C1=C[C@H](c2ccc(C(F)(F)F)cc2)C[C@H](OCc2ccc(CO)cc2)O1
    5, 4, 8, 1, 13, 14, 2, -1, -2
O=C(Cc1nnc(NC(=O)Nc2ccc(F)cc2)s1)Nc1ccccc1
    -5, -5, 3, 3, 0, 2, -3, -21, 0

Next section, overlapping the part above by 3 compounds.
Below each SMILES – SENP8 block-1, SENP7 inh, SENP8 block-2, PfG6PD inh, NLRP3 yeast inh, Apaf1 inhib, SENP1 FRET inh, SENP6 block, HKDC1 inhibitor
COc1ccc(C)cc1S(=O)(=O)NCC(c1cccnc1)N1CCc2ccccc2C1 (stereo not drawn)
    -3, -8, 25, 4, 3, 15, -7, 11, -2
O=C(NC1CC1)C1=C[C@H](c2ccc(C(F)(F)F)cc2)C[C@H](OCc2ccc(CO)cc2)O1
    5, 4, 8, 1, 13, 14, 2, -1, -2
O=C(Cc1nnc(NC(=O)Nc2ccc(F)cc2)s1)Nc1ccccc1
    -5, -5, 3, 3, 0, 2, -3, -21, 0
CCOC(=O)/C=C/C(=O)Nc1ccc(S(=O)(=O)N2CCCCCC2)cc1
    8, 0, 4, 8, 11, 5, -2, -7, -3
Cc1c(Cl)cccc1-n1c(SCC(=O)N(C)Cc2ccccc2)nnc1-c1ccncc1
    2, 3, 16, 8, 3, 11, 0, 5, -1
CCOC(=O)CNC(=O)Cn1cnc2c(nnn2-c2cccc(Cl)c2)c1=O
    -1, 10, 2, -12, 8, -9, -1, 6, 11
O=C(Nc1ccccc1)c1ccc(Br)c(S(=O)(=O)Nc2cccnc2)c1
    -15, -16, 20, -10, 3, 11, -1, 10, -9
Cc1ncc([N+](=O)[O-])n1CCOC(=O)NC(Nc1ccc(F)cc1)C(Cl)(Cl)Cl (stereo not drawn)
    2, -5, 33, 11, 1, 1, 4, 0, 0
CCc1ccccc1N/N=C(/C)c1c(O)cc(C)oc1=O
    10, -4, 9, 18, -13, -7, 1, 4, -5
COCCn1c(SCC(=O)Nc2ccc(C(C)=O)cc2)nc2c([nH]c3ccccc32)c1=O
    1, -5, -9, -8, 23, -2, 2, -5, -3
CCOC(=O)C1(CCOc2ccccc2)CCN(Cc2ccc(OCCO)cc2)CC1
    -6, -14, 6, -16, 19, -1, 0, 6, -3
CCCCN1CC(=O)N2[C@H](c3ccc(OC)cc3)[C@@H]3C(=O)N(CC)C(=O)[C@@H]3[C@]2(Cc2ccccc2)C1=O
    -5, 11, 14, -6, -19, -13, -3, -1, -1
CC1CCCc2sc3ncn(N)c(=N)c3c21 (stereo not drawn)
    1, -4, -12, 5, 10, -11, -1, 13, -2
CC(C)C(C(=O)Nc1sc2c(c1C#N)CCCCC2)N1C(=O)c2ccccc2C1=O (stereo not drawn)
    7, -3, 11, -19, 17, 9, 1, 6, 2
COc1ccc(C(=O)NCc2ccc3c(c2)cc(C)n3C)cc1OC
    -2, -4, -10, -15, 17, 2, -19, 6, -2
COc1ccc(-c2cc(C(F)(F)F)n3ncc(C(=O)N(C)Cc4ccccc4)c3n2)cc1
    4, 8, -379, 28, 20, 10, -29, -30, -7
CCCCN(CC)CCNC(=O)c1cc2c(=O)n(C)c3ccccc3c2n1C
    -12, -21, -186, 7, 17, 7, -4, -23, 3
C#CCOCCOCCOCCNc1nc(N2CCN(C(=O)C([C@@H](C)CC)n3cc(C(N)Cc4ccc(O)cc4)nn3)CC2)nc(N2CCN(C(=O)[C@H](CCC(=O)O)n3cc(C(N)CC(C)C)nn3)CC2)n1 (stereo partly drawn)
    -10, 2, 7, -6, 6, 9, 2, 0, 0
COc1cc(C2C3=C(CCCC3=O)Nc3[nH]n(-c4ccccc4)c(=O)c32)ccc1OC(C)=O (stereo not drawn)
    0, 5, 11, 0, 7, 3, 0, -18, 0
COc1ccc(C(=O)Nn2c(C)nc3ccccc3c2=O)cc1
    4, -5, 5, 9, 13, 0, 1, -6, -2
COCCn1c(N)c(C(=O)NS(=O)(=O)c2ccc(C)cc2)c(=O)[nH]c1=O
    -3, 3, -1, -6, 9, -4, 1, -2, -4
Cc1ccc(S(=O)(=O)N2CCC(C)CC2)cc1
    -5, -4, 0, 2, 23, -1, 1, 11, -5
COC(=O)c1nc[nH]c1[N+](=O)[O-]
    ., ., 4, 10, ., ., 2, ., -10
Cc1cc(Cl)ccc1Oc1nccc(N(C)C)c1C#N
    -2, -2, -1, -3, 28, 5, 0, -11, -9
COCCNC(=O)CSc1ccc(Cl)cc1
    -5, -7, 13, -6, -12, -3, -1, 5, 4
CC(O)c1ccc2c(c1)OCCOCCN(C)CCOCCO2 (stereo not drawn)
    -1, 0, 1, -3, 11, -1, 2, -9, -6
CC(=O)Nc1ccc(NC(=O)CC23CC4CC(CC(C4)C2)C3)cc1
    -3, -4, 5, -26, 12, 1, 0, 17, 2
C/C(Cn1cnc([N+](=O)[O-])n1)=N\NC(=O)c1cccnc1
    -11, -1, 27, 2, -13, -16, -2, -2, -2
C=CCNCCCCOc1cccc(Br)c1
    -11, 0, 19, -2, 0, -11, 0, 3, -8
c1ccc(-c2ccncn2)cc1
    ., ., 14, -5, ., ., 0, ., -3
CC1(NC(=O)/C=C/c2nc3ccccc3s2)CCS(=O)(=O)C1 (stereo not drawn)
    -9, -6, -103, 0, -2, 4, -12, -16, -3

Assay outcomes: PubChem BioAssay, Sanford-Burnham Center for Chemical Genomics

Rows are unselected; any-hit rate near 4.1%.
